Screening results as filed in PubChem BioAssay.
L3MBTL1 block = inhibitors of human L3MBTL1. AID 485360. AlphaScreen L3MBTL1–H3K9me1 peptide binding. Potency, µM (titrated, usually from 57.1 µM), inactives show top-dose activity, negative = inhibition, actives largely listed as inhibitors. Q9Y468. 230,000 tested, 0.66% active; also: potency is read from the fitted curve at half-maximal effect; % is scaled to controls: 0 for no effect and ±100 for the full control effect; nearly all actives have a fitted effect of over 60% in size
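Displacement of a biotinylated histone H3(1-15) peptide monomethylated at Lys9 (75 nM) from L3MBTL1 (50 nM) was measured by AlphaScreen after a 30 min room-temperature compound incubation; cefsulodin titration served as intraplate control.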
HttQ103 aggreg = inhibitors of mutant huntingtin aggregate formation in PC12 cells. 220,000 tested, 1.1% active. AID 1688. PC12 HttQ103-GFP aggregates, Acumen cytometry, 40 h. Potency, µM (top dose mostly 46.1 µM), for the others: at the top dose activity change, negative = inhibition, most hits filed as inhibitors; also: potency is read from the fitted curve at half-maximal effect; % is scaled to controls: 0 for no effect and ±100 for the full control effect; nearly all actives have a fitted effect of over 60% in size
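Multiplexed with ATP-based cell death, this channel scores GFP aggregates in PC12 cells expressing inducible HTTex1-Q103-GFP. Induction used 100 nM tebufenozide; compounds were tested in concentration series.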
CBFb-RUNX1 inh = blocks binding between human CBF-beta and RUNX1; AlphaScreen CBFb-His/RUNX1-biotin binding, biochemical; Potency, µM (doses to about 59.8 µM), for the others: at the highest dose activity, negative = inhibition, most hits filed as inhibitors; 230,000 tested, under 10 active; also: % of control where 0% means no effect
Target sequence (Q01196 whole entry, looked up): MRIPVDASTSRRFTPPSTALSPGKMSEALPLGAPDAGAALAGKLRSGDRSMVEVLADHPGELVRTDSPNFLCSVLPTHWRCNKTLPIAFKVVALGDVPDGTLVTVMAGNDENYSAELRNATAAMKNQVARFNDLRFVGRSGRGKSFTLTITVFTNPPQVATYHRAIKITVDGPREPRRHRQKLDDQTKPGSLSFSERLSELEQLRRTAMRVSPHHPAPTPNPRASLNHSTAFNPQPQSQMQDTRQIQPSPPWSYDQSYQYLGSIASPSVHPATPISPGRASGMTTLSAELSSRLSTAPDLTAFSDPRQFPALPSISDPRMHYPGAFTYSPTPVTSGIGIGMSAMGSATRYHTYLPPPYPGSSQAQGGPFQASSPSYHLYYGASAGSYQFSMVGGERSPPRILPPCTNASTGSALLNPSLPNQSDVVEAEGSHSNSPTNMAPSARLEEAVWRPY
Target sequence (Q13951 whole entry, looked up): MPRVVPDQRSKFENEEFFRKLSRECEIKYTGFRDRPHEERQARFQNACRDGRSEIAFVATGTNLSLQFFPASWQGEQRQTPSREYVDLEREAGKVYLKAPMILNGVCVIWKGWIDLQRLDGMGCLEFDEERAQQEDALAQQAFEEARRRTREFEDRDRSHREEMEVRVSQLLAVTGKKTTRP
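AlphaScreen proximity signal reports loss of binding between His-tagged CBF-beta and biotin-labelled RUNX1, each at 30 nM. Proteins are pre-associated for 20 minutes, compounds added for 15 minutes, then beads for 90 minutes, all at ambient temperature.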
NPSR antag = antagonists of human neuropeptide S receptor cAMP signaling | Q6W5P4 | CHO-NPSR cells, cAMP TR-FRET, antagonist mode | Potency, µM (series often up to 38.3 µM), without a hit: at the top dose activity change, negative = inhibition, hits mostly inhibitors | 220,000 tested, 1% active; also: potency is read from the fitted curve at half-maximal effect; % is scaled to controls: 0 for no effect and ±100 for the full control effect; nearly all actives have a fitted effect of over 50% in size; many of its hits are not listed in these tables
Target sequence (Q6W5P4 whole entry, looked up): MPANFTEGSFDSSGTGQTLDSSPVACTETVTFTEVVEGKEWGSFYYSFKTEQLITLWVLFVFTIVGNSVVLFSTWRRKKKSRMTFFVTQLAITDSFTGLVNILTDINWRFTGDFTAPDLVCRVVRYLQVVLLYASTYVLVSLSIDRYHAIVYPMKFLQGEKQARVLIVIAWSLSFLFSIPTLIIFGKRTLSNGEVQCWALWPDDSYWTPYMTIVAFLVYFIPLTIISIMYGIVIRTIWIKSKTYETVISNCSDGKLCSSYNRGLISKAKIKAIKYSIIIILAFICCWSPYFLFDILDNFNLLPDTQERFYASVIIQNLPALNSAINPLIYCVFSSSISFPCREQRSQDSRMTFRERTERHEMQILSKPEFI
IMPase Li cell = IMPase inhibition in cells with lithium potentiation; CHO-M1 cells, IP1 TR-FRET (IP-One), carbachol + lithium; Potency, µM (doses to about 59.4 µM), for the others: at the top dose activity, negative = IMPase inhibition, most hits filed as inhibitors; 210,000 tested, 0.35% active;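 also: IP1 builds up when IMPase is blocked and the TR-FRET signal falls; potency is read from the fitted curve at half-maximal effect; plate controls were basal vehicle for no effect and high inhibitor control for full effect; nearly all actives have a fitted effect of over 50% in size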
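CHO cells stably expressing M1 receptor (2000/well, cultured 16–30 h) treated 30 min at 37C with compound plus low lithium. Cytosolic IP1 by TR-FRET (665/620 ratio and 620 channel) after 10 min lysis; AC50 by Hill fit.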
Luc counter = blocks Kinase-Glo luciferase, a counter-screen artifact. Kinase-Glo luciferase, ATP luminescence, 8 min. 200,000 tested, 0.28% active. Q27757. Potency, µM (series often up to 38.3 µM), without a hit: at the top dose activity change, negative = inhibition, usual class: inhibitors. AID 1379; also: potency is read from the fitted curve at half-maximal effect; % is scaled to controls: 0 for no effect and ±100 for the full control effect; nearly all actives have a fitted effect of over 60% in size
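Inhibition of Kinase-Glo luciferase light generation was assessed at 10 uM ATP in pH 7.2 imidazole buffer, with luminescence measured after eight minutes at ambient temperature.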
Epigenetic reg = regulators of epigenetic silencing causing reporter derepression in mouse cells | murine LDR cells, GFP reporter derepression, 30 h | Potency, µM (series often up to 53.9 µM), inactives show top-dose GFP activation, actives largely listed as activators | 280,000 tested, 0.2% active | AID 1865; also: potency is read from the fitted curve at half-maximal effect; % of control where 0% means no effect; nearly all actives have a fitted effect of over 60% in size
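GFP-positive cell count by laser-scanning cytometry (objects 20–120 um) after 30 h, 37 C compound exposure of murine LDR cells; reporter is CMV-GFP integrated at a silenced locus, inducible by HDAC or DNMT inhibitors.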
* marks the source's active call; other numbers are inactive results; u = inconclusive; x = not tested or not shown; [ ] = dose if it differs, or a comment. Calls follow the shape of the dose curve; as a rule, active = well fitted curve in the direction sought with a large enough effect; inconclusive = small, poorly fitted or top-dose-only effect, or another doubt; inactive = no such curve, though single readings can be large; an effect the other way counts as inactive or inconclusive.

mol	HttQ103 aggreg	IMPase Li cell	L3MBTL1 block	Epigenetic reg	Luc counter	CBFb-RUNX1 inh	NPSR antag
CC(=O)c1c(O)cc(=O)n(-c2ccccc2)c1-c1ccc(Cl)cc1	28%	3%	-1%	-1.0%	-4%	2%	-19%
COc1ccc(CC(=O)N2CCN(C(=O)Cc3ccc(OC)cc3)CC2)cc1	3%	26%[38.3 µM]	4%	-1.1%	5%	7%	-10%[46.1 µM]
CN(CCO)C(=O)c1cccc2c1-c1ccccc1C2=O	-16%	-7%[38.3 µM]	4%	-1.3%	-4%	-5%	-1%[46.1 µM]
COc1cccc(C2SCC(=O)N2c2ccc(Cl)cc2)c1OC (configuration not stated)	22%	24%	1%	-0.1%	-3%	1%	-14%
CCOC(=O)C1=C(C)N(C)C(=O)NC1c1cc2c(cc1Br)OCO2 (configuration not stated)	-9%[9.22 µM]	22%[38.3 µM]	-6%	3.2%	0%	-7%	-10%[46.1 µM]
CN(C)CCSc1nc(N)c2c3c(sc2n1)COC(C)(C)C3	-8%	1%	-4%	2.4%	-3%	13%	10%[46.1 µM]
CCC(Sc1nc2c(c(=O)n1CC)SC(C)C2)C(=O)OC (configuration not stated)	-8%	35%[activator][38.3 µM]	-2%	-0.8%	0%	4%	-13%[46.1 µM]
CCCCc1nc2c(c3c1C[C@H](C)OC3)CN(C(=O)Nc1ccc(OC)cc1)CC2	x	6%	x	x	-1%[7.66 µM]	-4%[13.1 µM]	x
O=C(COc1ccc(Cl)cc1)NCc1nnc(SCC(=O)NC2CCCC2)o1	-14%	-14%[38.3 µM]	x	-0.7%	-5%	2%	-3%[46.1 µM]
O=C(Cn1nnc(-c2cccs2)n1)N1CCOCC1	-2%	-7%	x	0.0%	-2%	6%	11%
O=C(COC(=O)c1ccccc1C(=O)N1CCN(c2ccccc2)CC1)Nc1ccccc1	25%	3%	x	-2.0%	-10%	-4%	-15%
COc1ccc(CCn2ccc(O)c(Cc3ccc(Cl)cc3)c2=O)cc1OC	-9%	7%	-2%	1.4%	1%	3%	-11%
CC(C)N1C(=O)c2ccccc2N(Cc2ccccc2)S1(=O)=O	15%[9.22 µM]	x	52%[activator]	-1.6%	x	u	39%
CCSc1nnc(NC(=O)CSc2nccn2-c2cccc(C)c2C)s1	10%	x	-19%	2.6%	x	-13%	-28%[46.1 µM]
CC(O)(CS(=O)(=O)Cc1ccc(Cl)cc1)C(=O)Nc1cccc(C(F)(F)F)c1 (configuration not stated)	28%	-13%[38.3 µM]	5%	-1.3%	-1%	-2%	-14%[46.1 µM]
C/C=C/Cn1cccc(C(=O)Nc2ccc(OC)cc2)c1=O	-15%	-5%	19%	-0.4%	-10%	15%	-14%
CCn1c(N2CCN(CC(=O)Nc3cccc(C)c3C)CC2)nc2ccccc21	-8%	-10%[38.3 µM]	-6%	-1.0%	10%	-2%	-16%[46.1 µM]
CSc1nc(O)c(Nc2cccc(Cl)c2)c(=O)[nH]1	11%[9.22 µM]	x	x	0.0%	x	8%	8%
O=C(O)/C=C/c1ccc2ccccc2n1	-15%	11%	12%[11.4 µM]	-1.0%	5%	2%	-16%
CCc1nc2ccc(C(=O)Nc3ccc(NC(C)=O)cc3)cc2nc1CC	10%	5%	-1%	1.0%	-2%	-2%	3%
CC1(C)CC(=O)C2=C(C1)c1c(ccc3ccccc13)NC2c1ccco1 (configuration not stated)	-2%	19%[38.3 µM]	x	u	1%	-8%	-26%[46.1 µM]
C=CCOc1ccc(CNn2c(C)n[nH]c2=S)cc1OC	-1%	-4%[38.3 µM]	-12%	-1.1%	-3%	17%	-3%[46.1 µM]
COc1cccc(/C=N/NC(=O)CNC(=O)COc2ccccc2)c1O	-25%[9.22 µM]	x	-1%	-1.0%	x	-4%	2%
CCSc1ccccc1C(=O)NCc1ccc(OC)cc1	-11%	30%[38.3 µM]	x	0.6%	-3%	4%	8%[46.1 µM]
Cc1cc(N2C(=O)C(O)=C(C(=O)c3cccs3)C2c2cccc(O)c2)no1 (configuration not stated)	15%	-28%[38.3 µM]	-1%	0.0%	-3%	-4%	-2%[46.1 µM]
COc1ccc(OC)c2[nH]c(=O)c(CCNC(=O)C(C)C)cc12	-7%	-6%[38.3 µM]	-1%	-0.8%	3%	14%	-5%[46.1 µM]
Cc1c(C(=O)N2CCOCC2)cc(C(C)(C)C)n1-c1ccccc1	-6%[9.22 µM]	x	-5%	-0.7%	x	2%	4%
COc1ccc(-c2nnsc2N2C(=O)c3ccccc3C2=O)cc1	-14%[9.22 µM]	x	-3%	0.1%	x	12%	-5%
CCc1cc(CNC(=O)CC2C(=O)NCCN2Cc2c(F)cccc2Cl)on1 (configuration not stated)	1%[9.22 µM]	0%	-4%	2.3%	0%	5%	-3%
COCCCNC(=O)/C(C#N)=c1\s/c(=C\c2ccccc2OC(F)F)c(=O)n1CCCOC	7%	6%	u	-1.1%	6%	-15%	-20%
Cc1c(S(=O)(=O)N2CCCC(C(=O)O)C2)cnn1C (configuration not stated)	11%	-7%	x	-0.2%	0%	1%	10%
CCOc1ccc(NC(=S)NN(C)C(=S)Nc2ccc(OCC)cc2)cc1	-24%	-1%	-16%	0.2%	-6%	-6%	-6%
CCCn1c(CCC(=O)O)ccc1-c1ccc(OC)cc1	6%	-5%[38.3 µM]	x	0.0%	1%	-10%	u
CCOC(=O)CSc1nc(-c2ccncc2)ccc1C#N	23%	1%[38.3 µM]	2%	1.0%	5%	10%	-2%[46.1 µM]
O=C(NCc1ccc(F)cc1)c1noc2c1CCCCC2	10%	26%[38.3 µM]	14%	1.1%	2%	5%	-10%[46.1 µM]
CCOC(=O)C1CCN(C2CCN(Cc3nc(-c4ccccc4)no3)CC2)CC1	-16%[9.22 µM]	21%	5%	1.1%	x	11%	-4%
O=C(c1ccc(Cl)cc1[N+](=O)[O-])N1CCOCC1	0%	-3%	x	1.6%	3%	-12%	8%
COc1ccc(CCNC(=O)CSc2nn(-c3ccccc3)c(=S)s2)cc1	4%[9.22 µM]	x	x	2.9%	x	6%	-3%
N#CCCN(C(=O)COc1ccc(F)cc1Br)c1ccccc1F	-5%	-4%	13%	-2.7%	-1%	-26%	3%
O=C(NCCCN1CCN(c2ccccc2F)CC1)C1CCN(S(=O)(=O)c2cccs2)CC1	-7%	6%[38.3 µM]	1%	-1.2%	-2%	3%	-1%[46.1 µM]
Cc1cccc(NC(=O)CC(C)(C)C)c1	-3%	-1%[38.3 µM]	3%[11.4 µM]	-2.1%	-1%	6%	10%[46.1 µM]
O=C(COC(=O)c1ccccc1F)Nc1cccnc1Cl	-13%	-11%	x	5.7%	-3%	-9%	-11%
CCC(Oc1ccccc1)C(=O)N1CCN(CC)CC1 (configuration not stated)	4%	39%[38.3 µM]	x	1.3%	16%	4%	-4%[46.1 µM]
COCC(=O)N/N=C/c1c(C)[nH]n(-c2ccccc2)c1=O	12%	8%	x	7.9%	x	11%	2%
COc1ccc(Cl)cc1C(=O)CSc1nnnn1C	-4%[9.22 µM]	1%	2%	-0.2%	-1%	1%	-13%
Cc1ccnc(NS(=O)(=O)c2ccc(NC(=O)c3ccc(Br)o3)cc2)n1	-11%[9.22 µM]	0%	6%	-1.3%	1%	0%	-6%
COC(=O)C(CC(=O)Nc1cc(C)ccc1C)Nc1ccccc1OC (configuration not stated)	6%	-2%[38.3 µM]	0%	-1.0%	-2%	2%	-6%[46.1 µM]
O=C(OCc1cc(Cl)ccc1OC(F)F)c1cc(S(=O)(=O)O)ccc1O	-1%	-1%[38.3 µM]	-3%	0.7%	3%	7%	16%[46.1 µM]
CCOc1ccccc1NC(=O)COC(=O)c1cc(C(=O)OC)cc([N+](=O)[O-])c1	4%	6%	1%	0.0%	-4%	-1%	4%
O=C(NCC1CCCO1)c1ccc(COc2ccc(Br)cc2)cc1 (configuration not stated)	-7%	9%	-12%	u	6%	11%	-7%
COc1ccc(CNC(=O)CSc2nc3ccc(N)cc3s2)cc1	20%	2%	-14%	0.0%	-5%	-6%	10%
Cn1c(CNc2ccc(Cl)cc2)nc2ccccc21	-18%	18%[38.3 µM]	-3%[11.4 µM]	0.9%	-6%	7%	-2%[46.1 µM]
CCc1cc2c(=O)c(-c3nc(C)cs3)coc2cc1OC(C)C(=O)NCCO (configuration not stated)	-11%	5%	-6%	1.1%	-2%	6%	-5%
O=C(Nc1ccnc(-c2ccncc2)n1)C1CC1	10%[9.22 µM]	u	u	-1.3%	-5%	3%	-12%
CCOc1ccc2nc(SCc3ccccc3C#N)sc2c1	-11%	26%[38.3 µM]	41%[activator]	-1.1%	0%	u	-17%[46.1 µM]
O=C(Nc1ccc(Cl)cc1)Nc1nnc(SCc2ccc(Cl)cc2)s1	19%	12%	5%	1.1%	-1%	0%	4%[46.1 µM]
CCOC(=O)c1c(-c2ccccc2)oc2ccc(OCC(=O)O)cc12	6%[9.22 µM]	x	11%	1.0%	x	10%	-19%
COc1ccc(-c2[nH]ncc2CN2CCC(OCc3cccnc3)CC2)c(F)c1	16%[9.22 µM]	8%	8%	-1.3%	0%	6%	-18%
CCC1(C)Cc2ccccc2/C(=C/C(=O)N2CCCCC2)N1 (configuration not stated)	5%	-3%[38.3 µM]	-5%	-0.9%	9%	-1%	-13%[46.1 µM]
COc1ccc(CS(=O)/C(Cl)=C(/Cl)C(=O)Nc2ccc(OC)nc2)cc1 (configuration not stated)	5µM*	25%	9%	-1.4%	4%	-17%	u

Rewritten with each value named: entries from further up
> CCOc1ccc2nc(SCc3ccccc3C#N)sc2c1
  HttQ103 aggreg: -11% | IMPase Li cell: 26%[38.3 µM] | L3MBTL1 block: 41%[activator] | Epigenetic reg: -1.1% | Luc counter: 0% | CBFb-RUNX1 inh: u | NPSR antag: -17%[46.1 µM]

> Cn1c(CNc2ccc(Cl)cc2)nc2ccccc21
  HttQ103 aggreg: -18% | IMPase Li cell: 18%[38.3 µM] | L3MBTL1 block: -3%[11.4 µM] | Epigenetic reg: 0.9% | Luc counter: -6% | CBFb-RUNX1 inh: 7% | NPSR antag: -2%[46.1 µM]

Continuation.
mol	HttQ103 aggreg	IMPase Li cell	L3MBTL1 block	Epigenetic reg	Luc counter	CBFb-RUNX1 inh	NPSR antag
CC(C)CC(=O)Nc1sc2c(c1C#N)CC(C)(C)NC2(C)C	3%	16%[38.3 µM]	-7%	5.1%	-1%	0%	-10%[46.1 µM]
CCS(=O)(=O)c1nnnn1-c1ccccc1S(C)(=O)=O	x	3%[38.3 µM]	0%	1.3%	-3%	2%	-20%[46.1 µM]
O=c1[nH]nc(-c2ccc(F)cc2)cc1Cc1ccccc1	-18%[9.22 µM]	x	x	13%	x	5%	-4%
CCC/C=N/Nc1nc2ccccc2s1	x	4%	-10%	1.1%	-6%	-17%	0%

Only part of the results is shown; rates above refer to the full screens.
